# HTR2A ag = activates the mouse 5-HT2A serotonin receptor; P35363; CHO-K1 mHTR2A beta-arrestin complementation, luminescence; percent of 30 µM serotonin response; activation, % at 7.6 µM; 0.66% of 360,000 active;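 active means activation above a run cutoff, the mean activation of all tested compounds plus 3 SD, cut at about 14% in these data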;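 further: 0% = plate median of compound wells and 100% = 30 µM serotonin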
# aDG glyco up = increases alpha dystroglycan glycosylation. Pro5-aDG cells, alpha-DG glycosylation AlphaScreen (IIH6); 0% Pro5, 100% B10-LARGE cell signal. activation, % at 10 µM. 0.22% of 360,000 active. AID 624168;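 active means activation of at least 8% versus controls, or a plate z-score of at least 8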;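 further: Pro5 are CHO cells carrying HIG-tagged alpha-DG that lacks glycosylation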
# MC4R barr agon = agonists of human melanocortin 4 receptor (MC4R) beta-arrestin | P32245 | U2OS MC4R beta-arrestin complementation, luminescence; percent of melanotan II response, DMSO zero | activation, % at 8.9 µM | 0.98% of 360,000 active;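 active means activation above a per-plate cutoff, the mean activation of sample wells on that plate plus 3 SD, cut at about 8% in these data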
# Glyco luc inh = blocks N-linked glycosylation in D54 reporter cells; 0.23% of 360,000 active; D54 ERlucT glycosylation luciferase reporter, 24 h; percent of 100 nM tunicamycin response; reporter increase, % at 12.5 µM;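 active means mean luciferase reporter signal, scaled so untreated is 0 and the glycosylation-blocking control 100, at or above a set limit in every replicate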;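 further: luciferase carries N-glycosylation sites so blocking glycosylation raises the light; 0% = median of neutral control wells and 100% = median of 100 nM tunicamycin wells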
# ABHD5-PLIN5 inh = ABHD5-PLIN5 protein interaction inhibition; inhibition, % at 4 µM; Split G. princeps luciferase complementation, luminescence, 4 h; AID 602281; 0.78% of 360,000 active;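 active means inhibition above the mean inhibition across every tested compound plus 3 SD, cut at about 22% in these data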;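 further: 0% = DMSO only wells and the 100% control is not disclosed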
# Target sequence (Q00G26 whole entry, looked up): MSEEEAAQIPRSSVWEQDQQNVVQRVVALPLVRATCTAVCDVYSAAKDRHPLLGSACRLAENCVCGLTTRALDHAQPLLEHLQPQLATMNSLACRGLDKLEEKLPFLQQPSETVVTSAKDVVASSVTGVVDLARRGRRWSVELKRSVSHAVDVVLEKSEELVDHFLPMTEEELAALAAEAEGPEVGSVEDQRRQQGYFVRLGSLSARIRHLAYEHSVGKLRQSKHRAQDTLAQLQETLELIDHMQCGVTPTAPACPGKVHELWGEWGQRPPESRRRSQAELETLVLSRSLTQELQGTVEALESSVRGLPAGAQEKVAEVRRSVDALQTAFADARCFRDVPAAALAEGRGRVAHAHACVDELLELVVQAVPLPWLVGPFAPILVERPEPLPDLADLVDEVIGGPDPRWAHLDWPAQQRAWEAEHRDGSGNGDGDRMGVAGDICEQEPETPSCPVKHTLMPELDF
# Target sequence (Q8WTS1 whole entry, looked up): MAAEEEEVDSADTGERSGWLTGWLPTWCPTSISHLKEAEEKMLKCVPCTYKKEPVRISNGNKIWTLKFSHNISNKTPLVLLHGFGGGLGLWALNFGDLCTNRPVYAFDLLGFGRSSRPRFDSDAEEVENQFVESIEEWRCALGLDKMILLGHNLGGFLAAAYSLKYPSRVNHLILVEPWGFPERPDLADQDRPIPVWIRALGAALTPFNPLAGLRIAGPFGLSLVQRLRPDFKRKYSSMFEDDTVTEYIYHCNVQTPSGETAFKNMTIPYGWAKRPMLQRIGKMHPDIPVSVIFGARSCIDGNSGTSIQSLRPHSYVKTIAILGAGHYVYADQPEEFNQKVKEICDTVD
# Exocytosis inh = lytic granule exocytosis inhibition. TALL-104 LAMP-1 surface exposure, flow cytometry; cells stimulated with thapsigargin and PMA. inhibition, % at 10 µM. 0.66% of 360,000 active. AID 651702;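 active means inhibition above about 55%, limit read from the data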
# H9c2 protect = protects H9c2 cardiomyocytes from peroxide injury | AID 588492 | H2O2 injury protection, ATPLite, 2 h | protection from H2O2 cell death, % at 20 µM | 0.63% of 360,000 active;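 active means compounds giving at least 50% protection of heart cells from peroxide-induced death in the single-dose screen, raw or plate-pattern-corrected value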;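 further: 0% = DMSO wells with peroxide and 100% = DMSO wells without peroxide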
# MC4R antag cAMP = blocks human MC4R cAMP signaling | inhibition, % at 6.5 µM | AID 540295 | 0.48% of 360,000 active | MC4R-expressing cells, MTII-stimulated cAMP, LANCE TR-FRET | P32245;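 active means inhibition above its plate's cutoff, the mean of tested wells on that plate plus 3 SD, cut at about 29% in these data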;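 further: 0% = Melanotan II alone and 100% = Melanotan II plus saturating MCL0020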
#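 Assay system: U2OS-MC4R stable cell line; Also added: Melanotan II; Technique: Eu-cAMP/anti-cAMP TR-FRET, emission 671 nm; Times: 30-min compound, 1-h challenge, 1-h detection, room temperature.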
# hiPSC survival = hiPSC single-cell survival enhancement; ATPlite luminescence; 100% = ROCK inhibitor wells, 0% = DMSO; survival enhancement, % at 20 µM; 0.044% of 360,000 active; in the data active means survival enhancement above about 18%;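 further: cells exposed to compounds for 16 hours before the ATP read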
# ABCB6 inh MLPCN = blocks the human ABCB6 transporter | Q9NP58 | K562-ABCB6 porphyrin accumulation, flow cytometry, 1 h; stronger effect = lower value | fluorescence ratio to DMSO, % at 10 µM | 0.19% of 360,000 active;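 active means fluorescence ratio to DMSO below 75%, the collection mean minus 3 SD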;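 further: signal is porphyrin accumulated inside mitochondria; 100% equals median channel fluorescence of DMSO control wells; lower ratio means ABCB6 inhibition with less porphyrin fluorescence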
# Starred values were filed as active, the others as inactive; . = no result given. Rows are unselected; any-hit rate near 4.5%.
SMILES,HTR2A ag,aDG glyco up,MC4R barr agon,Glyco luc inh,ABHD5-PLIN5 inh,Exocytosis inh,H9c2 protect,MC4R antag cAMP,hiPSC survival,ABCB6 inh MLPCN
CN(C)S(=O)(=O)c1ccc2c(c1)nc(CCC(=O)O)n2C,-0.6,-0.2,-2.7,4.1,2.4,0.2,6.0,-2.4,0.1,101.0
COc1ccc(CC(=O)N/N=C(\C)CC(=O)Nc2ccc(N(C)C)cc2)cc1OC,0.7,-0.1,-1.2,4.8,0.7,-5.4,1.0,0.5,-0.5,100.0
CC(=O)c1cccc(CN2CCN(CCC(C)C)C(CCO)C2)c1 (stereo not drawn),-0.8,0.0,-1.4,0.8,0.5,-5.4,7.5,0.0,-0.8,99.0
C=CCn1c(C)cc(C)c(C#N)c1=O,5.1,-0.1,-0.6,1.3,2.0,0.3,-2.1,-3.2,-1.9,91.0
O=C(OCC(=O)N1CCN(C(=O)c2ccco2)CC1)c1cccc(F)c1,13.6,-0.1,0.7,-0.9,2.5,-7.5,-8.3,-0.8,-2.6,91.0
CNC(=S)N/N=C(\C)c1ccc2c(c1)OCCO2,3.3,3.5,0.7,3.7,0.3,-1.1,-2.6,9.0,-0.6,96.0
COCCCNC(=O)c1ccc2sc([C@@H]3O[C@H](CO)[C@H](O)[C@H](O)[C@H]3O)nc2c1,3.7,0.7,1.8,0.7,5.7,-11.0,-3.4,-1.3,0.0,97.0
Cc1ccc(S(=O)(=O)NCCCN(C)C)cc1,-5.4,-0.1,-0.1,1.2,6.8,6.2,4.3,1.3,-1.4,98.0
O=c1oc(-c2ccccc2NS(=O)(=O)c2ccccc2)nc2ccccc12,3.3,0.0,0.1,4.3,-4.9,-2.5,12.8,-2.8,0.0,95.0
O=C(O)CCCC(=O)Nc1ccccc1-n1ccnc1,-0.9,-0.2,-2.7,4.0,3.2,2.7,2.3,0.3,3.3,105.0
CCOC(=O)CNC(=O)Nc1cc(C(C)(C)C)nn1-c1ccccc1,-1.4,-0.1,-0.2,0.2,0.4,-2.6,0.0,-0.4,2.7,98.0
CC(=O)c1ccc(N2CCN(C(=O)c3cccs3)CC2)c(F)c1,5.3,-0.1,-2.0,-1.8,-0.8,-4.0,-3.2,-0.8,-0.7,93.0
O=C(CN1C(=O)C2CCCCC2C1=O)Nc1nc(-c2ccccn2)cs1 (stereo not drawn),-3.3,1.3,0.9,2.0,-3.6,1.0,9.2,4.3,3.9,98.0
O=C(c1cc(-c2ccccc2)nc2ccccc12)N1CCN(c2ccccn2)CC1,-0.1,-0.1,0.6,-2.8,5.0,0.9,-0.7,4.1,-1.3,98.0
O=C(Nc1ccc(N2CCOCC2)cc1)C1(S(=O)(=O)c2ccccc2)CC1,-2.4,-0.2,1.3,2.1,-1.0,0.8,-0.3,-7.9,-0.6,82.0
Cc1ccc(C(=O)N(CC(=O)NC2CCCC2)c2ccc(F)cc2)s1,-1.8,-0.1,-2.0,0.0,6.1,-3.1,-2.3,0.3,3.3,100.0
CCN(CC)c1ccc(/C=C(\C#N)C(N)=S)cc1,0.4,-0.1,-4.2,1.7,8.5,7.1,-13.3,-10.3,0.4,113.0
CCn1c(CN2CCN(c3ccc(OC)cc3)CC2)nc2cc(S(=O)(=O)N(C)C)ccc21,-7.0,-0.1,-1.2,-2.3,4.3,9.3,-6.4,16.4,0.7,95.0
CCN(C[C@H]1N[C@@](C)(C(=O)OC)[C@H]2C(=O)N(C)C(=O)[C@@H]12)C(=O)Nc1ccccc1,0.6,-0.1,0.3,0.5,-8.7,-1.6,12.5,3.6,1.7,106.0
Cc1cc(C)cc(NC(=O)CN2CCC(NC(=O)c3cccc(F)c3)CC2)c1,-6.8,-0.1,-1.9,2.3,-0.1,-7.5,2.3,3.9,0.3,97.0
N#Cc1ccc(C(C(=O)NCc2ccccc2)n2c(=O)c(-c3ccco3)nc3ccccc32)cc1 (stereo not drawn),2.8,0.1,.,.,76.5*,1.3,.,.,.,.
Cc1ccccc1-c1nc(S(=O)(=O)c2ccccc2)c(NCCCN2CCOCC2)o1,-4.8,-0.1,-0.7,1.8,10.9,-2.6,-1.4,4.2,0.0,90.0
CCOC(=O)[C@@H]1[C@H]2COc3cc(OC)ccc3[C@@H]2N2C(=O)N(c3ccccc3)C(=O)[C@@]12C,1.6,0.1,0.2,-1.2,0.5,-5.3,14.7,6.6,0.6,97.0
Cc1cccc(C)c1NC(=O)N1CCCC1C(=O)Nc1ccc(-n2cnnn2)cc1 (stereo not drawn),-3.2,0.3,-1.3,2.3,-0.1,-2.9,-5.7,5.4,-0.5,98.0
COc1ccc(NC(=O)c2cc(C3CCCCN3C(=O)OCCF)on2)c(C)c1 (stereo not drawn),4.8,0.3,0.5,-1.7,-0.2,-3.3,0.4,6.2,0.0,101.0
CCc1ccc(CNCc2ccc(OCC(O)CN(C)Cc3ccccc3)cc2)nc1 (stereo not drawn),-5.3,2.0,-2.4,-1.5,-4.2,16.3,-13.9,2.5,0.0,90.0
O=C(NCc1ccccc1)C(c1ccccc1)n1c(-c2ccncc2)nc2ccccc21 (stereo not drawn),-6.1,0.3,.,.,5.6,-1.1,.,.,.,.
CC(C)(C)C1CCC(=NNC(=O)C(=O)NCc2ccco2)CC1 (stereo not drawn),4.5,0.1,0.3,1.6,1.7,0.1,9.1,-4.0,-0.5,97.0
C=CCn1cc(C(=O)N2CCN(c3ccccc3)CC2)c(=O)c2cc(S(=O)(=O)N3CCCC3)ccc21,0.2,0.1,-0.9,1.6,-0.5,-10.6,0.6,-4.9,0.1,96.0
CC1CN(S(=O)(=O)c2cccc(C(F)(F)F)c2)C(C)N1C(=O)N1CCOCC1 (stereo not drawn),-2.8,-0.1,1.2,0.3,-5.7,4.8,-4.2,15.7,-0.2,102.0

# Printed as active in ABHD5-PLIN5 inh, among the entries above:
SMILES	HTR2A ag	aDG glyco up	MC4R barr agon	Glyco luc inh	ABHD5-PLIN5 inh	Exocytosis inh	MC4R antag cAMP	ABCB6 inh MLPCN
N#Cc1ccc(C(C(=O)NCc2ccccc2)n2c(=O)c(-c3ccco3)nc3ccccc32)cc1 (stereo not drawn)	2.8	0.1	.	.	76.5*	1.3	.	.

# Other compounds follow.
SMILES,HTR2A ag,aDG glyco up,MC4R barr agon,Glyco luc inh,ABHD5-PLIN5 inh,Exocytosis inh,H9c2 protect,MC4R antag cAMP,hiPSC survival,ABCB6 inh MLPCN
O=C(NCC1CCCO1)C(=O)N/N=C/c1cccc(Cl)c1 (stereo not drawn),7.0,-0.4,-3.9,4.4,3.2,-1.3,-3.0,-8.4,0.1,95.0
COc1ccc(NC(=O)Cn2cc(C(C)=O)c3ccccc32)cc1,8.0,0.5,0.8,2.5,7.0,-8.5,-14.6,1.1,-0.3,99.0
O=C(Nc1ccccc1)c1cnc[nH]1,12.8,0.3,0.6,-1.0,9.4,-2.4,-4.6,-3.3,2.4,86.0
COc1ccc(-n2c(CN3CCN(Cc4ccccc4)CC3)nc3ccc([N+](=O)[O-])cc3c2=O)c(OC)c1,0.1,-0.1,0.4,-0.5,3.0,-9.1,-1.6,16.5,0.5,99.0
Cc1c(F)cccc1NC(=O)CCC(=O)O,1.9,1.3,-0.2,0.3,2.3,3.7,2.9,3.6,-2.4,90.0
O=C(CSc1n[nH]c(-c2ccncc2)n1)Nc1ccc(Br)cc1,-9.8,0.0,-1.9,2.1,-7.8,-5.4,-5.1,-33.4,0.0,100.0
COc1ccc(Cc2noc(CN(C)CCN3CCc4ccccc4C3)n2)cc1OC,-2.7,-0.2,0.8,0.5,4.4,-0.4,0.1,1.5,-0.7,101.0
COc1ccccc1N1CCN(C(=O)c2oc3cc(C)c(C)cc3c2C)CC1,0.6,-0.1,4.4,-1.0,4.7,1.9,-3.9,10.1,5.7,96.0
Cc1nc2ccccc2cc1C(=O)N(C)Cc1ccccc1,9.3,0.1,-0.3,1.3,-2.3,-4.8,-2.4,24.7,0.3,97.0
COc1ccc(S(=O)(=O)Nc2ccc(C)cc2)cc1N(C)S(=O)(=O)c1ccc(Cl)cc1,4.4,0.3,0.2,-1.4,0.0,4.9,-7.6,3.3,-0.4,97.0
CCN(CC)S(=O)(=O)c1ccc(N2CCOCC2)c(NC(=O)C2CSC3(C)CCC(=O)N23)c1 (stereo not drawn),1.4,1.5,-0.5,-0.6,-1.5,-8.9,3.9,-3.0,-0.2,102.0
CNC(=O)C(=O)NCC1OCCN1S(=O)(=O)c1ccc(OC)c(OC)c1 (stereo not drawn),4.5,-0.4,-3.6,0.6,0.0,13.8,-2.9,2.6,-0.3,99.0
Cc1sc2nc(SCCO)n(-c3ccccc3)c(=O)c2c1C,1.9,0.0,-2.1,2.4,-0.3,-7.5,-1.1,2.0,1.1,95.0
Cc1cccc(OCC(=O)Nc2ccc3c(c2)nc(CCN2CCC(C)CC2)n3C)c1,-12.5,0.9,0.2,-7.1,5.5,6.6,6.5,6.4,-0.5,95.0
COc1ccccc1NC(=O)COc1cccc(-n2cnnn2)c1,-3.2,0.1,1.6,-0.1,6.9,3.1,13.4,-1.8,-1.8,95.0
Cc1cc(C)c(S(=O)(=O)Nc2ccc[nH]c2=O)c(C)c1,-1.2,1.3,-1.9,0.7,-4.9,1.5,16.9,-1.4,0.3,94.0
O=C(Nc1ccc2nc3n(c(=O)c2c1)CCCCC3)C(=O)N1CCN(c2ccc(F)cc2)CC1,-6.7,0.1,-1.5,-1.3,-12.9,-3.3,-0.4,3.9,-0.2,100.0
COc1ccc(Cl)cc1C=CC=NNS(=O)(=O)c1ccc(C)cc1,-3.4,2.1,1.4,-5.6,-12.5,2.0,7.1,13.2,-2.4,96.0
COc1ccc(S(=O)(=O)N2CCOCC2)cc1NC(=O)Cc1c(F)cccc1Cl,-9.3,0.5,-3.4,-2.0,-6.6,-7.7,-2.9,-37.6,-0.5,97.0
CC(O)CNC(=O)c1ccc(-c2nn(C)c(=O)c3ccccc23)cc1 (stereo not drawn),0.6,-0.2,0.9,3.3,-3.0,-0.5,0.9,7.2,0.0,100.0
O=C(NN(C(=O)c1ccccc1)c1ccccc1)c1ccccc1,7.5,-0.2,-0.3,-3.2,-0.1,-7.4,1.3,9.9,-0.3,99.0
O=C(NNC(=O)c1cnccc1C(F)(F)F)c1ccccc1,1.4,-0.1,-0.9,3.4,-5.4,-5.9,10.7,2.2,1.0,99.0
Cc1c(S(=O)(=O)Nc2ccc3c(c2)OCCO3)c(=O)n(C)c(=O)n1C,-1.8,0.1,-1.4,1.5,-0.9,3.0,13.5,3.8,-1.7,96.0
O=C(NCCC1=CCCCC1)c1coc(=O)c(Br)c1,-3.2,-0.4,-0.1,3.8,-2.9,9.8,11.7,-1.3,-2.4,102.0
CC(C)(C)OC(=O)NCCCC[C@H](NC(=O)c1[nH]cnc1C(=O)Nc1ccccc1)C(=O)OC(C)(C)C,-3.7,0.8,3.3,1.6,-1.4,-8.5,32.9,14.2,-2.4,94.0
O=C(NCC1CCCO1)/C(=C/c1cn(-c2ccccc2)nc1-c1cccnc1)NC(=O)c1ccccc1 (stereo not drawn),-0.2,-0.3,-2.6,0.7,0.6,2.7,18.4,7.9,1.5,99.0
CCCCn1nnnc1SCC(=O)NC1CCCCC1,4.7,0.2,-0.7,1.1,2.1,-4.9,0.4,2.5,-0.5,93.0

# Screening results deposited in PubChem BioAssay by several laboratories.
